# Granule exo inh: lytic granule exocytosis inhibition | AID 651702 | hit rate 0.66% among 360,000 | inhibition, % at 10 µM | TALL-104 LAMP-1 surface exposure, flow cytometry; cells stimulated with thapsigargin and PMA;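 active = inhibition above about 55%, limit read from the data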
# TROY NFkB inh: blocks TROY-dependent signaling in reporter cells | AID 1347056 | hit rate 0.98% among 360,000 | inhibition, % at 10 µM | Q293 LMP1-TROYcd NF-kB luciferase reporter, 4 h;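 active = compounds whose plate-normalised and pattern-corrected inhibition of the luciferase reporter signal at the single screening dose is 50% or more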
# NCOA2 inhibitor: inhibits human steroid receptor coactivator 2. inhibition, % at 9 µM. Q15596. AID 651957. hit rate 0.17% among 370,000. HEK293 GAL4-SRC2 luciferase reporter, luminescence;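 active = inhibition above the mean inhibition of all tested compounds plus 3 SD, set per campaign, cut at about 52% in these data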;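 note: 0% = DMSO treated cells and 100% = cells given Gossypol at 36 µM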
# ABHD5-PLIN5 inh: blocks binding of human ABHD5 to perilipin-5. Q00G26+Q8WTS1. Split G. princeps luciferase complementation, luminescence, 4 h. inhibition, % at 4 µM. hit rate 0.78% among 360,000. AID 602281;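 active = inhibition above the mean inhibition across every tested compound plus 3 SD, cut at about 22% in these data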;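 note: 0% = DMSO only wells and the 100% control is not disclosed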
# TWEAK-Fn14 inh: inhibitors of TWEAK-Fn14 interaction signaling. TWEAK-stimulated Fn14 reporter cells, luciferase luminescence, 8 h. inhibition, % at 10 µM. hit rate 2% among 360,000; in the data active = inhibition above about 50%
# NCOA1 inh: inhibits human SRC1 coactivator; Q15788; hit rate 0.12% among 360,000; HEK293 GAL4-SRC1 luciferase reporter, luminescence; inhibition, % at 3.6 µM;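 active = inhibition above the campaign mean plus 3 SD, with each screening campaign given its own cutoff, cut at about 60% in these data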;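 note: 0% = DMSO treated cells and 100% = gossypol at 36 µM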
# NR2F2 inh: blocks human COUP-TFII nuclear receptor. hit rate 0.7% among 370,000. inhibition, % at 8.6 µM. AID 686940. HEK293T NGFI-A luciferase reporter, luminescence;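 active = inhibition above a per-plate cutoff, mean inhibition of test wells between control levels plus 3 SD, cut at about 38% in these data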;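 note: cells cotransfected with COUP-TFII expression vector driving the NGFI-A reporter; 0% = median of COUP-TF2 test wells and 100% = reporter-only cells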
# NR5A2 inv ag: suppresses constitutive activity of human LRH-1. O00482. inhibition, % at 3.6 µM. AID 602396. hit rate 0.13% among 360,000. HEK293T StAR-luciferase reporter, LRH-1 transfected, 24 h;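 active = inhibition above the mean inhibition of all tested compounds plus 3 SD, cut at about 73% in these data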;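 note: 0% = DMSO wells and 100% = reporter-only cells lacking LRH-1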
# NOD2-RIPK2 inh: inhibitors of human NOD2-RIPK2 interaction | O43353 | CHO BLA complementation NOD2-RIPK2, CCF4 ratio | inhibition, % at 4.98 µM | hit rate 0.38% among 360,000 | AID 624267; in the data active = inhibition above about 21%;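 note: 0% = vehicle only and 100% = reference blocker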
# NCOA3 inh: human NCOA3 inhibition; HEK293 GAL4-SRC3 luciferase reporter, luminescence; inhibition, % at 3.6 µM; hit rate 0.17% among 360,000; AID 588352; Q9Y6Q9;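 active = inhibition above a per-campaign cutoff, the mean of all compounds plus 3 SD, cut at about 60% in these data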;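 note: 0% = DMSO-treated cells and 100% = gossypol-treated cells at 36 µM; higher means less SRC3-driven luciferase light from the GAL4 reporter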
# Target sequence (Q9Y6Q9 whole entry, looked up, the tested form may be a part): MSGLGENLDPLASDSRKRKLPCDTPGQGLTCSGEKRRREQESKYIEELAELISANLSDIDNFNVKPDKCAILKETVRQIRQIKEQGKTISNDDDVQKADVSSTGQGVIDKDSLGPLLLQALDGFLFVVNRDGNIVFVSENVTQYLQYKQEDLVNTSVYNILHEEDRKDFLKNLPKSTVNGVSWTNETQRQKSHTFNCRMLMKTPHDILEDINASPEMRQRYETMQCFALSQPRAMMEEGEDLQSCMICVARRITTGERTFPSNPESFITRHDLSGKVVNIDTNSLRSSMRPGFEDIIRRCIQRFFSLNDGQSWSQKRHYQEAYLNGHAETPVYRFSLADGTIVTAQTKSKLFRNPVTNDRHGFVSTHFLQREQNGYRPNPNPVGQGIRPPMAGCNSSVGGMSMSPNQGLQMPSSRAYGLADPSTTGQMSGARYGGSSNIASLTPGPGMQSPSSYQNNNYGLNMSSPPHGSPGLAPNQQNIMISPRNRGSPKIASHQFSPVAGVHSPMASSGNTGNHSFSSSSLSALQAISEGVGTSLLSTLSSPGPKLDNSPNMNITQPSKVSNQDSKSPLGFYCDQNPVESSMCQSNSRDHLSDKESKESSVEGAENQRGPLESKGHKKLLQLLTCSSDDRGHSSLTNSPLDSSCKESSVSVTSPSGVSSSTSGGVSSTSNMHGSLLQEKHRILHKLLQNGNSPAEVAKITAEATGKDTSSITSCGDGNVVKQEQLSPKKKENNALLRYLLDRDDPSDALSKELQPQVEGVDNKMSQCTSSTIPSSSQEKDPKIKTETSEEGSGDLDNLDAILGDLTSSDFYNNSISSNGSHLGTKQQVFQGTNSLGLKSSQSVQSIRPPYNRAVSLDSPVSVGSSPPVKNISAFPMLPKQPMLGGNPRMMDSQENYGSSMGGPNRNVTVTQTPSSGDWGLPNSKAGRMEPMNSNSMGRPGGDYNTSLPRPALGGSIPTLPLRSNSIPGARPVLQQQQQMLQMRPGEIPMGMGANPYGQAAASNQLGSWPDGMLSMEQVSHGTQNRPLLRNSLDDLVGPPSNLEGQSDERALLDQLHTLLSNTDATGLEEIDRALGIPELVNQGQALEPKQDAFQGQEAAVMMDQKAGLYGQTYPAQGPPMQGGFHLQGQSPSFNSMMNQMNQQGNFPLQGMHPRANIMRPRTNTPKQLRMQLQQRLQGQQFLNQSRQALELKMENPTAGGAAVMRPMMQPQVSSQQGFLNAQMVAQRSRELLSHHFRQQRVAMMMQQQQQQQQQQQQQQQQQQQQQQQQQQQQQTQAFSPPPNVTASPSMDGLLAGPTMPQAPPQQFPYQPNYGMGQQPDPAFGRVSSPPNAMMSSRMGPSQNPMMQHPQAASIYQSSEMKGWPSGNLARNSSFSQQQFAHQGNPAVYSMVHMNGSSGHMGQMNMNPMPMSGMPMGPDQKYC
# TLR9-MyD88 inh: inhibitors of human TLR9-MyD88 binding | Q9NR96+Q99836 | CHO BLA complementation TLR9-MyD88, CCF4 FRET ratio | inhibition, % at 4.98 µM | hit rate 0.21% among 340,000;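 active = inhibition above the mean over all tested compounds plus 3 SD, cut at about 21% in these data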;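 note: 0% = DMSO only wells and 100% = clavulanate BLA inhibitor control wells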
# * hit, by the source's call; . = no result given. These rows are one share of the data. The share of hits here may be higher or lower than overall.
SMILES,Granule exo inh,TROY NFkB inh,NCOA2 inhibitor,ABHD5-PLIN5 inh,TWEAK-Fn14 inh,NCOA1 inh,NR2F2 inh,NR5A2 inv ag,NOD2-RIPK2 inh,NCOA3 inh,TLR9-MyD88 inh
CC(=O)c1cccc(NC(=O)Nc2nc(C)cc(C)n2)c1,0,-83,-14,2,-34,-37,-16,-34,5,-32,-5
O=C(c1ccc2nc(Cc3cccc(Cl)c3)oc2c1)N1CCOCC1,4,-13,-57,-3,-21,-41,-27,-57,-4,-66,-4
Cc1ccc(SCc2nc3ncccn3c2Br)cc1,0,-14,-4,1,-21,-63,5,5,2,-9,.
OCCNCc1cccc(-c2ccccc2)c1O,0,-13,-12,5,7,-9,-8,-26,0,-6,-4
CC(C)(C(N)=O)N1CCN(c2ncc(C(F)(F)F)cc2Cl)CC1,4,6,10,5,-10,-2,7,8,-1,17,-6
COc1cccc2cc(CC(=O)c3ccc(C)c(C)c3)c(=O)oc12,5,-36,-8,0,-5,-49,9,-16,0,-35,4
Cc1ccc(-c2ccc(C(=O)NCc3ccc(Cl)cc3)o2)c2ccccc12,14,-6,-33,22*,22,-1,6,25,2,-20,7
COc1cc(C(O)c2nc3ccccc3n2C)cc(OC)c1OC (stereo not given),2,8,18,-4,5,0,10,-11,-3,1,-5
COc1ccc(C(=O)NC2(C(F)(F)F)NC(=O)N(CCCc3ccccc3)C2=O)c(OC)c1OC (stereo not given),0,19,-29,-13,11,0,6,-3,2,0,2
COc1ccc(OCc2ccc(C(=O)NN)cc2)cc1,4,-15,-35,-5,-3,-20,15,-18,-3,2,-2
Cc1sc2nc(N)sc2c1C,0,-8,5,-18,8,-6,3,10,-6,8,-7
Cc1nc2c(-c3ccccc3)c(C)nn2c(C)c1CCC(=O)NC(C)CCc1ccco1 (stereo not given),-3,14,-29,10,11,-4,20,18,5,-35,11
CCCCOCCCNC(=O)C[C@@H]1C[C@@]2(C(=O)OC)CCCCC=C2N(Cc2ccco2)C1=O,2,-6,-9,0,4,.,5,-18,-1,.,.
COc1ccc(NC(=O)Cn2nnc(C(=O)Nc3ccc(F)c(Cl)c3)c2N)cc1,-2,15,12,-2,-17,1,-5,-4,-8,-1,-2
Cc1ccc(NC(=O)CC(NC(=O)c2ccccc2Cl)c2ccccc2)nc1 (stereo not given),-14,-2,-11,-3,-7,-9,7,4,-4,17,-9
Cc1cc(Br)ccc1OCCN1CCCC1,-2,15,6,-7,20,-16,3,12,2,15,-4
COC(=O)c1c(NC(=O)CCC(=O)O)sc(Cc2ccccc2)c1C,-2,-4,-1,-1,-23,-10,9,-1,12,-7,5
CCn1ccnc1[C@@H]1C[C@H]2CN(Cc3cccc(Cl)c3)C(=O)[C@]23CCCN13,-2,1,10,-5,14,5,-6,3,-8,20,3
Cc1cc(C(=O)OCC(=O)Nc2ncc(C(F)(F)F)cc2Cl)c(C)o1,6,-2,2,5,15,-3,1,-19,-5,-20,1
COC(=O)[C@]12C(=O)NC[C@H](CN1c1ccc(C(F)(F)F)cc1)N2C,53,-7,1,1,-8,-5,5,-17,0,-8,-4

# Profiles as entered above. Screens in order: Granule exo inh | TROY NFkB inh | NCOA2 inhibitor | ABHD5-PLIN5 inh | TWEAK-Fn14 inh | NCOA1 inh | NR2F2 inh | NR5A2 inv ag | NOD2-RIPK2 inh | NCOA3 inh | TLR9-MyD88 inh
# Profile of Cc1sc2nc(N)sc2c1C = 0 | -8 | 5 | -18 | 8 | -6 | 3 | 10 | -6 | 8 | -7
# Profile of Cc1cc(Br)ccc1OCCN1CCCC1 = -2 | 15 | 6 | -7 | 20 | -16 | 3 | 12 | 2 | 15 | -4
# Profile of Cc1nc2c(-c3ccccc3)c(C)nn2c(C)c1CCC(=O)NC(C)CCc1ccco1 (stereo not given) = -3 | 14 | -29 | 10 | 11 | -4 | 20 | 18 | 5 | -35 | 11

# Additional structures
SMILES,Granule exo inh,TROY NFkB inh,NCOA2 inhibitor,ABHD5-PLIN5 inh,TWEAK-Fn14 inh,NCOA1 inh,NR2F2 inh,NR5A2 inv ag,NOD2-RIPK2 inh,NCOA3 inh,TLR9-MyD88 inh
Cc1cccn2c(=O)nc(SCC(=O)N3CCCC3)nc12,2,1,-12,2,-8,24,-13,11,6,-4,-3
CCOC(=O)C1(O)CC(C)=NN1C(=O)c1cccc(Br)c1 (stereo not given),0,16,-7,9,9,16,-12,11,-7,16,-7
O=C(O)c1ccc(-c2ccc(-c3ccccc3)cc2)s1,2,-28,.,2,43,-126,.,-124,-4,-104,-6
Cc1cc(C)n(S(=O)(=O)c2cccc([N+](=O)[O-])c2)n1,-2,17,13,-4,9,2,15,22,-5,-11,1
C#CCOCCOCCOCCNc1nc(N2CCOCC2)nc(N2CCN(C(=O)CCCCCCCCCCNC(=O)[C@@H](CCSC)n3cc(CCO)nn3)CC2)n1,-13,-22,-12,21,-19,4,0,4,0,1,2
COc1ccc(NC(=O)CSc2nnc(NC(=O)C3CCC3)s2)c(OC)c1,-2,17,7,3,9,-1,-2,29,-6,-10,5
O=C1N=c2ccccc2=C1c1c(O)[nH]c2c(C(F)(F)F)cccc12,-20,4,-29,-8,22,-14,3,14,9,-1,-9
CC1CCN(S(=O)C23CC4CC(CC(C4)C2)C3)CC1 (stereo not given),0,29,-11,-4,20,-5,-7,-4,-2,24,-3
COc1ccc(C2=NN(CN3C(=O)C(=O)c4ccccc43)C(c3ccc(OC)cc3)C2)cc1 (stereo not given),-2,-32,-23,-8,-20,-23,-14,-28,2,-22,-8
Cc1ccc2ncnc(Oc3ncccc3[N+](=O)[O-])c2c1,6,-4,-2,-1,-7,-22,2,0,-5,-17,-5
Cc1ccc(-n2cc(CN3CCNC(=O)CC3)c(-c3cccc(C)c3)n2)cc1,-3,-22,-2,7,10,-3,10,-18,3,13,0
CCNC(=S)NNC(=O)c1csc(C)c1,-2,-14,-21,-2,1,-19,-4,-22,2,-3,-9
Cc1c(C(=O)Nc2ccc(Cl)cc2)c2ccccn2c1C(=O)c1ccccc1,-3,-33,6,3,11,-72,9,21,-8,-5,12
O=C(COc1cc(O)c2c(=O)cc(-c3ccccc3)oc2c1)c1ccc(F)cc1,-4,-21,-2,-1,-30,-1,13,-10,-3,31,-2
C[C@H]1CN([C@@H](C)CO)C(=O)CCCn2cc(nn2)CO[C@@H]1CN(C)S(=O)(=O)c1ccc(-c2ccccc2)cc1,1,-8,1,-7,-17,-33,14,-9,-2,-3,2
Cc1cccc(-n2c(C)nc3cc(C(=O)NCCN4CCOCC4)ccc32)c1,-2,16,-11,-1,7,-7,-5,-12,-2,-27,-11
Cc1ccc2c(=O)n3c(nc2c1)C(CC(C)C)NC(=O)c1cccnc1-3 (stereo not given),6,-8,6,-7,0,-8,-10,1,8,-16,-2
O=C1CCc2cc(S(=O)(=O)N3CCN(C(=O)c4ccco4)CC3)ccc2N1,5,23,-8,3,2,-10,9,-2,-5,9,6
COc1ccccc1C(=O)NC(=O)COC(=O)c1ccc([N+](=O)[O-])cc1,2,-10,-2,3,6,6,9,-5,-6,-3,0
CCCCc1cc(=O)oc2cc(C)cc(OCC(=O)NCc3ccncc3)c12,-1,-6,-12,-4,-1,1,3,0,-1,-14,-6
O=C(N/N=C/c1ccco1)c1cc(-c2ccccc2)nc2ccccc12,3,-13,-18,0,-4,-4,-10,10,-7,0,3
Cn1c(=O)c2c(nc(SCCCC#N)n2Cc2ccccc2F)n(C)c1=O,-1,2,9,-1,-5,-6,-12,-14,-9,-20,-31
Cc1ccc(-c2nnc(Nc3ccc(OCC(N)=O)cc3)c3ccccc23)cc1S(N)(=O)=O,1,-13,17,0,0,-2,12,-1,-8,0,-14
CC1CCN(C(=O)CNC(=O)c2ccc(Br)o2)CC1,-10,-48,-57,5,2,-72,-14,-101,-5,-43,-6
COc1ccc(OCC(=O)Nc2c3c(nn2-c2ccccc2)CS(=O)(=O)C3)cc1,-2,19,-9,1,-18,-20,-5,9,-1,4,4
CC(C)(C)OC(=O)C[C@@H]1C/C=C\C[C@H](CC(=O)N[C@H](CO)Cc2ccccc2)C(=O)N[C@H](Cc2ccccc2)COC1=O,-7,6,-1,-5,4,3,5,-32,-8,8,5
CCN1CCCC1CNC(=O)CCc1nc(-c2ccc(C)cc2)no1 (stereo not given),0,5,18,5,13,-28,8,-6,-8,-23,-10
O=C(CCN1C(=O)[C@@H]2Cc3ccccc3CN2C1=O)N[C@@H](Cc1ccccc1)C(=O)O,-3,1,-8,4,8,-12,-7,7,-15,9,4
CCOC(=O)c1cccc(NC(=O)c2ccc(N(C)C)cc2)c1,-8,-83,-23,-2,-21,-104,-42,-120,-11,-85,-4
CCOc1ccc2nc(NC(=O)Nc3ccccc3)sc2c1,-1,-44,-89,-11,7,-83,-48,-165,4,-93,-7
COc1ccccc1CNC(=O)c1cc(C(=O)CC(C)C)c[nH]1,6,-3,18,-4,28,-18,10,-18,-3,-11,-3
COCCC(=O)N1CCC(Oc2ccc(C(=O)NCCCC3CCCC3)cc2)CC1,-3,-9,-19,-2,-1,4,28,4,8,-14,4
Cn1nc(-c2ccccc2)c(-c2nc(-c3cccc(C(F)(F)F)c3)no2)c1Cl,-1,1,24,-1,11,-1,-2,-1,1,-6,-5
COc1ccc(OCC(=O)Nc2cc3oc4ccccc4c3cc2OC)cc1,-4,4,.,-2,-11,-34,.,-15,0,19,-4
Cn1c(=S)c2[nH]c(SCCN)nc2n(C)c1=O,0,7,0,3,21,-5,-6,-5,-6,-8,-1
CCOC(=O)c1cccc(S(=O)(=O)N(CCO)Cc2cc3cc(OC)ccc3[nH]c2=O)c1,1,14,.,1,-2,3,.,-9,2,26,1
CCCCN(C(=O)/C=C/c1ccc(OCC(C)C)c(OCC)c1)c1c(N)n(CCC)c(=O)[nH]c1=O,-1,12,-37,0,14,-5,-1,6,3,0,3
CC(Oc1ccc(Cl)cc1Cl)c1ccnc2nc(N3CCOCC3)nn12 (stereo not given),1,16,9,5,-6,2,15,3,0,-1,1
Cn1c(=O)oc2cc(S(=O)(=O)NCc3ccncc3)ccc21,0,-7,24,1,0,14,44*,26,0,-1,-3
COCCNC(=O)C(OC(=O)CC1Sc2ccccc2NC1=O)c1ccccc1 (stereo not given),-15,3,-14,2,-3,-12,-3,11,2,-8,-1
Cc1ccc(Nc2nc(=O)c3cccnc3s2)c(Br)c1,1,11,-38,0,-27,-39,-39,-28,4,-121,4
COCC(=O)N1C[C@@H](C)[C@@H](OC)CN(C)C(=O)c2ccc(NC(=O)c3cnccn3)cc2OC[C@H]1C,-6,.,-33,6,.,.,-11,4,-4,.,.
COc1ccc(-c2nnn(CC(=O)NCc3cccs3)n2)cc1OC,-8,-1,5,-5,0,-9,-1,4,3,-6,11
O=C(Nn1c(O)c(C=C2N=c3ccccc3=N2)sc1=S)c1ccccc1Cl,35,-10,-6,8,19,-22,2,-15,3,-11,8
COc1ccc(CN2CCN(C3CCC3)CC2CCO)cc1C (stereo not given),4,14,-19,-8,7,2,7,-14,-6,7,-13
O=C(Nc1ccc(CN2CCOCC2)cc1)c1ccc(-c2cc(Cl)ccc2Cl)o1,10,51*,24,14,76*,-12,31,5,0,2,2
CCCCSc1nnc(-c2ccc(NC(=O)CCc3ccccc3)cc2)n1C,-1,4,-7,1,0,10,7,-9,0,-6,-6
O=C1CSC(=S)N1,0,-19,2,-10,-3,-3,-4,1,-9,2,9

# Screening data deposited in PubChem BioAssay by several laboratories.
